Source: PubChem (National Center for Advancing Translational Sciences (NCATS))
Abeta rescue: qHTS for compounds that reverse cellular toxicity of Amyloid beta (A-beta) peptide in yeast: Primary Screen | AID 1347071, 2019 | actives 0.063% (n = 410,000) | yeast expressing A-beta42, growth rescue, OD600, 48 h; response scale: 0% DMSO, 100% iron-clioquinol control | Potency, µM (series often up to 46.1 µM), inactives show top-dose growth rescue, usual class: activators; further: potency means the concentration at half of the fitted maximal effect; nearly all actives have a fitted effect of over 55% in size
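Growth rescue measured by 600 nm absorbance after 48 h yeast culture at 30 C with compound. Values normalized between DMSO and an equimolar ferric chloride plus clioquinol control.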
TDP43 rescue: qHTS of TDP-43 Inhibitors; actives 1.8% (n = 410,000); Potency, µM (titrated, usually from 46.1 µM), for inactives: at the highest dose growth rescue (activation), most hits filed as activators; TDP-43 expressing yeast growth rescue, BacTiter-Glo, 24 h; AID 652104, 2013; further: potency means the concentration at half of the fitted maximal effect; % of control where 0% means no effect; nearly all actives have a fitted effect of over 50% in size
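Readout is BacTiter-Glo luminescence of cell growth, so inhibitors register as activators. TDP-43-expressing yeast at OD600=0.02 in galactose medium, after raffinose pregrowth to mid-log, were incubated with compound for 24 hr at 30 deg C.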
Mm-Cpn inhibitor: Inhibitors of TCP-1 ring complex (TRiC) of Methanococcus maripaludis (MmCpn): qHTS | Chaperonin Mm-Cpn (Methanococcus maripaludis) | purified Mm-Cpn ATPase, ADP Transcreener TR-FRET | Potency, µM (titrated, usually from 76.9 µM), for the others: at the highest dose activity, negative = inhibition, usual class: inhibitors | actives 0.031% (n = 330,000) | AID 504842, 2011; further: potency means the concentration at half of the fitted maximal effect; on the % scale 0 is the no-effect control and ±100 the full control effect; nearly all actives have a fitted effect of over 80% in size
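Compound-treated chaperonin, 25 nM final, turns over 10 uM ATP at 37°C for 30 min following a 10 min preincubation; ADP generated competes with ADP-d2 for Eu-cryptate antibody, lowering FRET.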
GLP1R cytotox: qHTS of GLP-1 Receptor Inverse Agonists: Cytotox Screen; HEK293 cAMP-luciferase reporter cells, luminescence, 24 h; Potency, µM (series often up to 38.3 µM), without a hit: top-dose activity change, negative = inhibition, usual class: inhibitors; actives 0.13% (n = 410,000); AID 624418, 2012;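 further: loss of luciferase light is scored as toxicity; potency means the concentration at half of the fitted maximal effect; on the % scale 0 is the no-effect control and ±100 the full control effect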
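Step one: seed cells (200 cells/uL, DMEM with 10% Nu serum, 1% pen-strep). Step two: 12-hour incubation at 37 deg C. Step three: pin 23 nL compound, incubate 24 hr. Step four: add luciferase reagent, read luminescence 12 min later.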
FUS suppressor: qHTS for Suppressors of FUS Proteinopathy: Primary screen using FUS-linked yeast assay. S. cerevisiae FUS-expressing, growth rescue, OD600, 24 h. Potency, µM (titrated, usually from 76.6 µM), for inactives: at the highest dose growth rescue (activation), actives largely listed as activators. actives 0.24% (n = 390,000). AID 1347120, 2019;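 further: potency means the concentration at half of the fitted maximal effect; plate controls were DMSO vehicle for no effect and reference control for full effect; nearly all actives have a fitted effect of over 55% in size; some results filed as inactive show a strong effect at the top dose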
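Steps: raffinose overnight preculture; dilution to OD 0.005 in 2% galactose minimal medium; compound addition (concentration series); 24hr at 30C, 99% humidity; absorbance read at 600 nm.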
PTHR1 ag: qHTS for PTHR1 Agonists: Primary Screen | Potency, µM (highest dose often 115 µM), for inactives: top-dose activation, most hits filed as activators | AID 743266, 2014 | HEK293 GP2 PTHR1 cells, GloSensor cAMP luminescence, 1 h | actives 0.075% (n = 410,000) | Parathyroid hormone/parathyroid hormone-related peptide receptor (Homo sapiens), Q03431; further: potency means the concentration at half of the fitted maximal effect; nearly all actives have a fitted effect of over 55% in size; some results filed as inactive show a strong effect at the top dose; inactives centre near -15; many of its hits are not listed in these tables
Target sequence (Q03431 whole entry, looked up): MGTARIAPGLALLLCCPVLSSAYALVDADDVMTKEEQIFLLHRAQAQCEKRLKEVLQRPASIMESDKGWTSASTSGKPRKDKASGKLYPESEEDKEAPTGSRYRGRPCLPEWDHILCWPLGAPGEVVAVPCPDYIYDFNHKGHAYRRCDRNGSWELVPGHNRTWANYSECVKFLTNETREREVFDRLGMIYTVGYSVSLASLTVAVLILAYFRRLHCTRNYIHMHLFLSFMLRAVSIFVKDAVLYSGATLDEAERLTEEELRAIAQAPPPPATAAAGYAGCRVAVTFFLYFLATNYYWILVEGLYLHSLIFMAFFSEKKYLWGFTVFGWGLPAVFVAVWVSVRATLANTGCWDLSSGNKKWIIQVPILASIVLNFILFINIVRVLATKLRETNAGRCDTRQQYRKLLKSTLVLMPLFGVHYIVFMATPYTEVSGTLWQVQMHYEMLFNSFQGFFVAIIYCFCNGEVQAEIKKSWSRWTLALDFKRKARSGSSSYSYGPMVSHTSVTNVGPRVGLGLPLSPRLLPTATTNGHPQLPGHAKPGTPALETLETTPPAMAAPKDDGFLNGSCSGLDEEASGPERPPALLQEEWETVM
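HEK-293-derived GP2 cells expressing PTHR1 and a GloSensor cAMP reporter, 3,000/well, plated overnight, given luciferin plus IBMX (each 0.5 mM as added) for 1 h at 37 °C, then compound for 1 h at 37 °C. Luminescence was read after 15 min at room temperature.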
pAkt inh: HTS Assay for Inhibitors of Akt Phophorylation: Primary Screen; Neuro2A IGF-stimulated pAkt S473 HTRF, 20 min; active compounds read low; activity change, % for hits at 50 µM; actives 0.32% (n = 360,000); AID 651550, 2012; in the data active means activity change below about -80%; inconclusive means mostly about -51% to -80%; further: on the % scale 0 is the no-effect control and ±100 the full control effect
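Neuro2A cells (4,500/well, DMEM with 0.5% FBS) were treated with compound at a single 50 µM final concentration, stimulated with 6 nM IGF for 20 min at 37 °C, and lysed. Phospho-Akt Ser473 was read by HTRF as 665/615 ratio ×10^4.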
GLP-1R inv ag: qHTS of GLP-1 Receptor Inverse Agonists (Inhibition Mode) | Glucagon-like peptide 1 receptor (Homo sapiens), P43220 | actives 1.6% (n = 410,000) | Potency, µM (highest dose often 38.3 µM), for inactives: top-dose activity change, negative = inhibition, hits mostly inhibitors | HEK293 GLP-1R CRE-luciferase, luminescence, 24 h; GLP-1R form is constitutively active; further: potency means the concentration at half of the fitted maximal effect; on the % scale 0 is the no-effect control and ±100 the full control effect; nearly all actives have a fitted effect of over 55% in size
Target sequence (P43220 whole entry, looked up): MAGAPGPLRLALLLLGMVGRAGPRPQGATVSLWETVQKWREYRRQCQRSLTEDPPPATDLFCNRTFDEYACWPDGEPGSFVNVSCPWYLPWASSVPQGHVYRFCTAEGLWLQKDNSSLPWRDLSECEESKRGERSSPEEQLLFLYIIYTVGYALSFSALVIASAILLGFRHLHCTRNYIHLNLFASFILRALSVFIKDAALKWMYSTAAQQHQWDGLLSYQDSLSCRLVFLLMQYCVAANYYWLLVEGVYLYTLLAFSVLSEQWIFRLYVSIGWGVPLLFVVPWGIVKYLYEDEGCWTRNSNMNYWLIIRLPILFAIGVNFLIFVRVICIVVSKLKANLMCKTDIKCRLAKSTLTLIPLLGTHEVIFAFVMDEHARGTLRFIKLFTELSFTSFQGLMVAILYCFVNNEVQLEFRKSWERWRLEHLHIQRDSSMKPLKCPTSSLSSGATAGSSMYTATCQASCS
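qHTS in 1536-well format: reporter HEK293 cells expressing constitutive GLP-1R activity in DMEM + 10% Nu serum, 24 hr with compounds at 37 deg C, luminescence read after 12 min with detection reagent.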
aSyn yeast inh: qHTS of alpha-syn Inhibitors; Yeast expressing alpha-synuclein, growth rescue, BacTiter-Glo, 24 h; Potency, µM (top dose mostly 46.1 µM), for inactives: top-dose growth rescue (activation), actives largely listed as activators; actives 0.14% (n = 370,000); AID 652106, 2013; further: potency means the concentration at half of the fitted maximal effect; % of control where 0% means no effect; nearly all actives have a fitted effect of over 65% in size
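Readout is rescue of growth in alpha-synuclein-expressing yeast, so inhibitors of toxicity appear as activators. Growth after 24 hr at 30 deg C in galactose medium is quantified by luminescence.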
The depositor's hits bear a star; [ ] = another dose, or the depositor's remark. Unless noted, the call rests on the fitted dose curve; in most records, active means well fitted curve in the direction sought with a large enough effect; inconclusive means small, poorly fitted or top-dose-only effect, or another doubt; inactive means no such curve, though single readings can be large; an effect the other way counts as inactive or inconclusive. Not all compounds are listed (hit frequency here may not be typical).

For O=c1[nH]cnc2sc3c(c12)CCCCC3 the results were Abeta rescue -19%, TDP43 rescue inconclusive, Mm-Cpn inhibitor 1%, GLP1R cytotox 5%, FUS suppressor -3%, PTHR1 ag inactive, pAkt inh inactive, GLP-1R inv ag -15% and aSyn yeast inh -1%.
Cc1ccc2oc(=O)c3cnn(CC(=O)NC4CCCCC4C)c3c2c1 (stereo unspecified) was read as Abeta rescue -10%, TDP43 rescue -41%[inhibitor], Mm-Cpn inhibitor 0%, GLP1R cytotox -5%, FUS suppressor 10%, PTHR1 ag inconclusive, pAkt inh inactive, GLP-1R inv ag 3% and aSyn yeast inh -2%.
O=C1CC(N2CCN(c3ccccn3)CC2)C(=O)N1CC(c1ccccc1)c1ccccc1 (stereo unspecified) was read as Abeta rescue -30%, TDP43 rescue inconclusive, Mm-Cpn inhibitor -4%, GLP1R cytotox 0%, FUS suppressor 38%, PTHR1 ag inconclusive, pAkt inh inactive, GLP-1R inv ag 13µM* and aSyn yeast inh -11%.
Screening Oc1ccc(Br)cc1-c1ccn[nH]1 returned Abeta rescue -57%[inhibitor], TDP43 rescue 13µM*, Mm-Cpn inhibitor 2%, GLP1R cytotox 5%, PTHR1 ag -6%, pAkt inh inactive, GLP-1R inv ag -21% and aSyn yeast inh -7%.
O=C(Nc1cccc(-c2nnco2)c1)c1cccs1 was read as Abeta rescue -4%, TDP43 rescue 14%, Mm-Cpn inhibitor 0%, GLP1R cytotox 1%, FUS suppressor 14%, PTHR1 ag inactive, pAkt inh inactive, GLP-1R inv ag 9% and aSyn yeast inh 5%.
For O=C1C(=Cc2ccco2)CCCC1=Cc1ccco1 the results were Abeta rescue -2%, TDP43 rescue -7%, GLP1R cytotox -10%, FUS suppressor 5%, PTHR1 ag -23%, pAkt inh inactive, GLP-1R inv ag 90%[activator] and aSyn yeast inh 1%.
For CCN(CC)S(=O)(=O)c1ccc(N2CCOCC2)c(NC(=O)c2ccc3ccccc3c2)c1 the results were Abeta rescue 2%, TDP43 rescue -14%, Mm-Cpn inhibitor -4%, GLP1R cytotox 10%, PTHR1 ag -18%, pAkt inh inactive, GLP-1R inv ag -17% and aSyn yeast inh -4%.
For CCCCNC(=O)CCCCCNS(=O)(=O)c1ccc(OC)cc1 the results were Abeta rescue 11%, TDP43 rescue 2%, Mm-Cpn inhibitor 2%, GLP1R cytotox -2%, FUS suppressor 14%, PTHR1 ag inactive, pAkt inh inactive, GLP-1R inv ag 0% and aSyn yeast inh -1%.
Screening Clc1cccc(Cc2c(-c3ccccc3)nc3c4ccccc4ccn23)c1 returned Abeta rescue 4%, TDP43 rescue 11µM*, GLP1R cytotox 0%, FUS suppressor 34%, PTHR1 ag inactive, pAkt inh inactive, GLP-1R inv ag inconclusive and aSyn yeast inh inconclusive.
`COc1ccc(N/C=C2/CCCCC2=O)cc1` gave Abeta rescue 9%, TDP43 rescue 3%, Mm-Cpn inhibitor -1%, GLP1R cytotox -4%, FUS suppressor 21%, PTHR1 ag inactive, pAkt inh inactive, GLP-1R inv ag 2% and aSyn yeast inh 11%.
Screening O=C(CSc1nnc(COc2ccc(Br)cc2)o1)NC1CCCCC1 returned Abeta rescue -12%, TDP43 rescue 22%, Mm-Cpn inhibitor 0%, GLP1R cytotox 0%, FUS suppressor -14%, PTHR1 ag -3%, pAkt inh inactive, GLP-1R inv ag 0% and aSyn yeast inh 4%.
For Cn1c(C(O)c2ccc(Cl)cc2)nc(Cl)c1Cl (stereo unspecified) the results were Abeta rescue 23%, TDP43 rescue inconclusive, Mm-Cpn inhibitor 0%, GLP1R cytotox 3%, FUS suppressor 7%, PTHR1 ag inactive, pAkt inh inactive, GLP-1R inv ag 11µM* and aSyn yeast inh 6%.
`Cn1nccc1C(=O)N/N=C/c1cccnc1` gave Abeta rescue 2%, TDP43 rescue -2%, Mm-Cpn inhibitor 1%, GLP1R cytotox 10%, FUS suppressor -4%, PTHR1 ag inactive, pAkt inh inactive, GLP-1R inv ag 2% and aSyn yeast inh -4%.
For O=C(Nc1ccccc1Cl)c1cc(C2CCCN(C(=O)OCCF)C2)on1 (stereo unspecified) the results were Abeta rescue -6%, TDP43 rescue 1%, GLP1R cytotox 4%, FUS suppressor 19%, PTHR1 ag inactive, pAkt inh inactive, GLP-1R inv ag 3% and aSyn yeast inh 3%.
For COc1ccc(/C=N/Nc2ccc(C(F)(F)F)cc2[N+](=O)[O-])cc1 the results were Abeta rescue 8%, TDP43 rescue 17%, Mm-Cpn inhibitor 0%, GLP1R cytotox -16%, PTHR1 ag inactive, pAkt inh inactive, GLP-1R inv ag 13% and aSyn yeast inh -7%.
`CCCNc1c(NS(=O)(=O)c2ccc(C(C)(C)C)cc2)c(=O)oc2ccccc12` gave Abeta rescue 1%, TDP43 rescue 8%, Mm-Cpn inhibitor -1%, GLP1R cytotox 3%, FUS suppressor -18%, PTHR1 ag inactive, GLP-1R inv ag 14% and aSyn yeast inh 2%.
O=c1onc(-c2ccccc2Cl)n1-c1ccccc1Cl was read as Abeta rescue 7%, TDP43 rescue -1%, GLP1R cytotox 9%, FUS suppressor -27%, PTHR1 ag -4%, pAkt inh inactive, GLP-1R inv ag inconclusive and aSyn yeast inh 18%.
For Cc1ccc(CNC(=O)c2c(C)oc3nc(C)nc(N4CCOCC4)c23)cc1 the results were Abeta rescue -23%, TDP43 rescue 3%, GLP1R cytotox -4%, FUS suppressor 4%, PTHR1 ag inactive and GLP-1R inv ag 8%.
`COCCCNCC(=O)Nc1sc(C)c(C)c1C(=O)OC` gave Abeta rescue 1%, TDP43 rescue 2%, Mm-Cpn inhibitor 1%, GLP1R cytotox -3%, FUS suppressor 15%, PTHR1 ag inactive, pAkt inh inactive, GLP-1R inv ag 51%[activator] and aSyn yeast inh -1%.
Screening O=C(CCCCC(=O)NC1CCCC1)NC1CCCC1 returned Abeta rescue 21%, TDP43 rescue 3%, Mm-Cpn inhibitor 0%[15.4 µM], GLP1R cytotox -9%, PTHR1 ag inactive, pAkt inh inactive, GLP-1R inv ag -1% and aSyn yeast inh 1%.

The final 2 records of the part before lead into the next:
`COCCCNCC(=O)Nc1sc(C)c(C)c1C(=O)OC` gave Abeta rescue 1%, TDP43 rescue 2%, Mm-Cpn inhibitor 1%, GLP1R cytotox -3%, FUS suppressor 15%, PTHR1 ag inactive, pAkt inh inactive, GLP-1R inv ag 51%[activator] and aSyn yeast inh -1%.
Screening O=C(CCCCC(=O)NC1CCCC1)NC1CCCC1 returned Abeta rescue 21%, TDP43 rescue 3%, Mm-Cpn inhibitor 0%[15.4 µM], GLP1R cytotox -9%, PTHR1 ag inactive, pAkt inh inactive, GLP-1R inv ag -1% and aSyn yeast inh 1%.
For CCC1CCCCN1CCCNC(=O)C1CCN(Cc2nc(-c3ccc(Cl)cc3)oc2C)CC1 (stereo unspecified) the results were Abeta rescue -4%, TDP43 rescue -6%, Mm-Cpn inhibitor -1%, GLP1R cytotox 5µM*, FUS suppressor -26%, PTHR1 ag -23%, pAkt inh inactive, GLP-1R inv ag 13µM* and aSyn yeast inh 1%.
Screening C[C@@H]1NC(=O)[C@H](CC(N)=O)NC(=O)c2cc([N+](=O)[O-])cc(I)c2OCC[C@@H](C(=O)NC(CC(=O)O)C(N)=O)NC1=O (stereo partly specified) returned Abeta rescue 6%, TDP43 rescue -2%, Mm-Cpn inhibitor -1%, GLP1R cytotox -11%, FUS suppressor 19%, PTHR1 ag inactive, pAkt inh inactive, GLP-1R inv ag 2% and aSyn yeast inh 5%.
For CC(C)C(NC(=O)c1ccccc1)C(=O)OCC(=O)N1CCN(c2ccccc2)CC1 (stereo unspecified) the results were Abeta rescue 1%, TDP43 rescue 7%, Mm-Cpn inhibitor 0%, GLP1R cytotox 1%, FUS suppressor 9%, PTHR1 ag -5%, pAkt inh inactive, GLP-1R inv ag 11% and aSyn yeast inh -2%.
CC(=O)N[C@H]1[C@H](OCc2ccccc2F)O[C@H](COC(C)=O)[C@@H](OC(C)=O)[C@@H]1OC(C)=O was read as Abeta rescue 3%, TDP43 rescue 3%, Mm-Cpn inhibitor -1%, GLP1R cytotox 1%, FUS suppressor 12%, PTHR1 ag inactive, pAkt inh inactive, GLP-1R inv ag 21% and aSyn yeast inh 0%.
Screening O=C(NC(=S)NCCCN1CCOCC1)c1ccco1 returned Abeta rescue 7%, TDP43 rescue -2%, Mm-Cpn inhibitor -2%, GLP1R cytotox -11%, FUS suppressor -13%, PTHR1 ag -19%, pAkt inh inactive, GLP-1R inv ag 16% and aSyn yeast inh -7%.
CCOC(=O)C(=CNCC(=O)OC)C(=O)OCC was read as Abeta rescue 7%, TDP43 rescue -3%, Mm-Cpn inhibitor 1%, GLP1R cytotox 17%, FUS suppressor -13%, PTHR1 ag inactive, pAkt inh inactive, GLP-1R inv ag 16% and aSyn yeast inh -4%.
`COc1ccccc1-c1c(C(F)(F)F)oc2c(CN(C)C)c(O)ccc2c1=O` gave Abeta rescue 6%, TDP43 rescue 6%, Mm-Cpn inhibitor 0%, GLP1R cytotox -3%, FUS suppressor 3%, PTHR1 ag inactive, pAkt inh inactive, GLP-1R inv ag 5% and aSyn yeast inh 1%.
